Screening results deposited in PubChem by Southern Research Specialized Biocontainment Screening Center.
inhibitors of VEEV: inhibitors of VEEV TC-83 cytopathic effect, confirmation, Vero cells (AID 588727). Vero cells, VEEV TC-83 cytopathic effect inhibition; higher % means a stronger effect. inhibition, % at 20 µM, or IC50 in µM where a hit was titrated. actives 0.13% (n = 350,000); in the data active = a potency from the dose series; inconclusive = inhibition mostly from about 14% at the one dose, without a potency; inactive = the rest, 99 in 100 with inhibition below about 12%; also: strong numbers were not always called active
Salmonella PhoP GFP: PhoP regulon inhibitors, Salmonella typhi PhoP promoter GFP reporter, confirmatory (AID 1850); Salmonella Typhi PhoP-promoter GFP reporter, fluorescence, 4 h; higher % means a stronger effect; inhibition, % at 50 µM, or IC50 in µM where a hit was titrated; actives 0.33% (n = 310,000); in the data active = a potency from the dose series; inconclusive = inhibition mostly from about 25% at the one dose, without a potency; inactive = the rest, 99 in 100 with inhibition below about 19%;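 also: 0% = induced wells with vehicle and 100% = uninduced wells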
tuberculosis growth: growth inhibition of non-replicating M. tuberculosis (AID 488890); Mycobacterium tuberculosis non-replicating, growth inhibition; higher % means a stronger effect; inhibition, % at 25 µM; hits with a dose series show IC50 in µM; actives 0.39% (n = 320,000); in the data active = a potency from the dose series; inconclusive = inhibition mostly from about 82% at the one dose, without a potency; inactive = the rest, 99 in 100 with inhibition below about 76%;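 also: plate controls were DMSO cells for no effect and high antibiotic wells for full effect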
H1N1 NS1A inhibition: NS1A inhibition, H1N1 influenza, cell based functional assay (AID 504329) | NS1A functional cell-based assay, percent inhibition; higher % means a stronger effect | inhibition, % at 12.5 µM, or IC50 in µM where a hit was titrated | actives 0.3% (n = 340,000); in the data active = a potency from the dose series; inconclusive = inhibition above about 27% without an active follow-up result; also: strong numbers were not always called active
H37Rv inhibition: M. tuberculosis growth inhibition, HTS (AID 449762). M. tuberculosis H37Rv growth inhibition, 7H9 media; higher % means a stronger effect. actives 0.59% (n = 330,000). inhibition, % at 25 µM; hits with a dose series show IC50 in µM; in the data active = a potency from the dose series; inconclusive = inhibition above about 70% without an active follow-up result;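 also: bacterial growth assessed after seven days of incubation; strong numbers were not always called active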
inhibitors of VEEV 10K pilot screen: further read-out of inhibitors of VEEV, marked with its call; inhibition, %; measured here: 10K pilot screen inhibition
The depositor's hits bear a star; i = inactive; ? = inconclusive; . = not tested or not shown.

SMILES | inhibitors of VEEV | Salmonella PhoP GFP | tuberculosis growth | H1N1 NS1A inhibition | H37Rv inhibition | others
CCc1ccccc1NC(=O)CSc1nnc(Cn2nnc3ccccc32)n1C | i | -4% | -5% | 2% | 4%
Cn1sc(NC(=O)c2ccccc2)nc1=O | 3.7% | -4% | 24% | 0% | -2%
O=C(NCc1ccco1)c1ccccc1O | 0.7% | 2% | 3% | 1% | 4%
O=C1Nc2ccccc2C1(O)c1ccccc1 (centres undefined) | 0.9% | -5% | -5% | 6% | -8% | inhibitors of VEEV 10K pilot screen=0.4
COc1ccc(/C=C2/CCCC(CN(C)C)C2=O)cc1 (centres undefined) | i | . | . | -7% | .
Cc1ccc(NC(=O)c2cnccn2)cc1C | 0.9% | 7% | 68% | 19% | 9%
O=C1CC(c2ccccc2)Oc2cc(O)cc(O)c21 (centres undefined) | 2.9% | 5% | -30% | -4% | -3%
Cc1ccc(C2CC(=O)c3cnn(-c4nc(C)cc(C)n4)c3C2)cc1 (centres undefined) | 2.8% | -2% | 49% | -2% | 10%
CCOC(=O)C1CCCN(C(=O)c2ccc(S(=O)(=O)N3CCCC3)cc2)C1 (centres undefined) | 1.5% | -4% | -8% | -5% | 1%
CN(C)CCCNc1oc(-c2ccc(Cl)cc2)nc1C#N | 2.2% | 15% | 19% | 9% | 2%
Cc1ccc(-n2ncc3c(NCc4ccco4)ncnc32)cc1C | 2.1% | 3% | 34% | 11% | 25%
O=C(NCc1ccco1)/C(=C/c1ccc(Cl)cc1)NC(=O)c1ccco1 | i | 4% | -11% | 7% | -13%
CCOc1ccc(C(=O)NC(=S)Nc2ccc(NC(=O)c3ccco3)cc2)cc1[N+](=O)[O-] | 1.7% | -3% | -17% | -11% | 20%
O=C(Cn1nc(C(=O)O)c2ccccc2c1=O)Nc1cc(S(=O)(=O)N2CCOCC2)ccc1Cl | 0.3% | . | -3% | 9% | -1%
O=C(Cc1ccccc1Cl)N/N=C/c1cccnc1 | i | -3% | 6% | 8% | 0%
COc1ccc(NC(=O)c2ccccc2NC(=O)c2ccco2)c(OC)c1 | 12% | -3% | -6% | 6% | -7%
Cc1ccc(S(=O)(=O)CCNC(=O)Cc2ccc(Cl)cc2)cc1 | 0.0% | 11% | 2% | -6% | -6%
O=C(O)CSc1ncnc2scc(-c3ccc(Br)cc3)c12 | 1.7% | 8% | 15% | -5% | -6%
Cc1ccc2cccc(OCc3ccccc3)c2n1 | 6.2% | -1% | 27% | . | 1%
O=C(Cn1cc2c(n1)CCCC2)NCCCN1CCN(C2CCCCC2)CC1 | 0.3% | -2% | -27% | -5% | -2%

Brought forward from above: 4 entries, followed by the next part.
SMILES | inhibitors of VEEV | Salmonella PhoP GFP | tuberculosis growth | H1N1 NS1A inhibition | H37Rv inhibition | others
Cc1ccc(S(=O)(=O)CCNC(=O)Cc2ccc(Cl)cc2)cc1 | 0.0% | 11% | 2% | -6% | -6%
O=C(O)CSc1ncnc2scc(-c3ccc(Br)cc3)c12 | 1.7% | 8% | 15% | -5% | -6%
Cc1ccc2cccc(OCc3ccccc3)c2n1 | 6.2% | -1% | 27% | . | 1%
O=C(Cn1cc2c(n1)CCCC2)NCCCN1CCN(C2CCCCC2)CC1 | 0.3% | -2% | -27% | -5% | -2%
O=S(=O)(c1ccccc1)N1CCN(c2nc(-c3cccs3)nc3ccccc23)CC1 | . | 5% | 3% | . | 2%
O=C(CSc1nnc(-c2ccccn2)n1-c1ccc(Cl)cc1)Nc1ccc2c(c1)OCO2 | i | 4% | -1% | -1% | 3% | inhibitors of VEEV 10K pilot screen=0.6
COC(=O)c1ccc(C2C(C#N)=C(N)Oc3cc(C)n(C)c(=O)c32)cc1 (centres undefined) | 1.6% | 0% | -11% | 6% | 3%
C#CCN1C(=O)C(O)(c2c(C)[nH]c3ccccc23)c2ccccc21 (centres undefined) | 0.6% | 8% | 13% | 9% | 5%
Cn1c(=N)n(CC(=O)O)c2ccccc21 | 0.2% | -3% | -1% | -2% | 1%
Cc1cc(NC(=O)CCC(=O)N(c2ccccc2)C(C)C(=O)NC2CCCC2)no1 (centres undefined) | 1.2% | -1% | 1% | -10% | 3%
COc1cc(OC)cc(-c2c(-c3ccc(F)cc3)c3cc(-c4ccc5[nH]ccc5c4)ccc3n2C)c1 | 0.6% | . | -21% | 7% | 0%
CC(SC#N)C(=O)C12CC3CC(CC(C3)C1)C2 (centres undefined) | 8.6% | -7% | ? | 4% | ?
CC(=O)Nc1ccc(C(=O)Nc2ccc(S(=O)(=O)N3CCOCC3)cc2)cc1 | 1.2% | -7% | 37% | 4% | 8%
Cc1ccnc(OC(C(=O)O)C(OCc2ccccc2)(c2ccccc2)c2ccc(C(F)(F)F)cc2)n1 (centres undefined) | 0.3% | -9% | 48% | -9% | 1%
C[C@H](NC(=O)c1cc2c([nH]c3ccccc32)c(-c2ccccc2)n1)C(=O)O | 2.1% | -4% | 51% | -6% | -3%
Clc1ccccc1-c1csc(Nc2cccnc2)n1 | 0.8% | -1% | 2% | -21% | -3%
CCCC(C(=O)NC1CCCC1)N(Cc1ccccc1)C(=O)c1snc(C(N)=O)c1N (centres undefined) | 0.7% | 0% | 22% | -5% | 2%
CCOC(=O)N1CCC(n2c(=S)[nH]c3cc(OCC)c(OCC)cc3c2=O)CC1 | 2.7% | -1% | -9% | -6% | 8%
N#CC(c1ccccn1)c1ncc(C(F)(F)F)cc1Cl (centres undefined) | 1.5% | 6% | -5% | -3% | 5%
O=C1c2ccccc2NC(c2ccco2)N1NS(=O)(=O)c1ccccc1 (centres undefined) | 3.1% | 1% | 2% | . | -16%
O=C(NCCCn1ccnc1)c1cc([N+](=O)[O-])cc([N+](=O)[O-])c1 | i | -2% | -29% | -4% | -10%
CC1(C)CC(C(CC(=O)O)c2ccccc2)CCO1 (centres undefined) | 0.5% | 1% | -3% | 0% | -5%
COC(=O)C1=C(N)N(c2ccccc2C(F)(F)F)C2=C(C(=O)CCC2)C1c1ccc2c(c1)OCO2 (centres undefined) | 7.8% | 7% | 6% | -2% | 4%
CC(=O)c1cccc(NCC(=O)Nc2cccc(S(=O)(=O)N3CCCCC3)c2)c1 | 2.0% | 0% | 26% | -14% | 51%

Among those listed so far, 3 have an aryl methoxy group:
SMILES | inhibitors of VEEV | Salmonella PhoP GFP | tuberculosis growth | H1N1 NS1A inhibition | H37Rv inhibition | others
COc1ccc(/C=C2/CCCC(CN(C)C)C2=O)cc1 (centres undefined) | i | . | . | -7% | .
COc1ccc(NC(=O)c2ccccc2NC(=O)c2ccco2)c(OC)c1 | 12% | -3% | -6% | 6% | -7%
COc1cc(OC)cc(-c2c(-c3ccc(F)cc3)c3cc(-c4ccc5[nH]ccc5c4)ccc3n2C)c1 | 0.6% | . | -21% | 7% | 0%

(next part)
SMILES | inhibitors of VEEV | Salmonella PhoP GFP | tuberculosis growth | H1N1 NS1A inhibition | H37Rv inhibition | others
CN1CCN(C(=S)c2cn(Cc3ccccc3)c3ccccc23)CC1 | i | -2% | 7% | 0% | -3%
CCOc1ccc(-c2cc(N)n(S(=O)(=O)c3ccc(OC)c(OC)c3)n2)cc1 | 8.9% | 5% | -15% | 10% | -6%
CC1CCC(NC(=O)Cn2c(=O)[nH]c3ccsc3c2=O)CC1 (centres undefined) | i | 5% | -11% | 2% | -6%
O=C(N1CCOCC1)N1CCN(c2nc(-c3ccc(F)cc3)cs2)CC1 | i | -3% | 17% | 3% | -12%
Cc1cccc(C)c1NC(=O)CNC(=O)c1cccnc1 | i | -13% | -7% | -3% | 2%
CC(C)CCn1c(Sc2nc3ccccc3s2)nc2c1c(=O)[nH]c(=O)n2C | 4.8% | 3% | 4% | 13% | 0%
Cc1nc(-c2cccc(S(=O)(=O)N3CCCCC3)c2)cs1 | 0.5% | 4% | . | 13% | -7%
CCOc1ccc(S(=O)(=O)c2c(C(=O)c3ccc(C)cc3)cnc3cc4c(cc23)OCCO4)cc1 | 0.5% | -4% | 23% | -2% | 8%
COc1ccc2c(c1)c1nc3ccccc3nc1n2Cc1ccc(OC)c(OC)c1 | 0.6% | -22% | 4% | 17% | -10%
COCCN(CC(=O)Nc1ccccc1C(F)(F)F)C(=O)/C=C/c1ccc2ccccc2n1 | i | . | 17% | -6% | -3%
COC(=O)CCC(=O)NN1C(=O)c2ccccc2C1=O | i | -27% | -3% | -5% | 2%
Cc1cc(C)nc(/N=C2\NC(=O)CC(C(=O)O)N2c2ccc(Oc3ccccc3)cc2)n1 (centres undefined) | 1.2% | -4% | 16% | 5% | -2%
CC(=O)Nc1ccc2nc(-c3cccnc3)[nH]c2c1 | 1.6% | -14% | -19% | 5% | -6%
CCCCn1c(N)c(N(CCC(C)C)C(=O)COC(=O)c2ccco2)c(=O)[nH]c1=O | 2.2% | -3% | 6% | -6% | -8%
O=C(CSc1nccc(-c2cccs2)n1)Nc1cccc(Cl)c1Cl | 1.1% | 1% | -7% | -24% | 2%
CC(=O)Oc1ccc(C(=O)Nn2cnnc2)cc1 | 0.6% | -10% | -12% | 5% | -3%
O=C(O)c1c(-c2ccc(Cl)cc2)cn2ccccc12 | 0.9% | 6% | -16% | -8% | -6%
Cc1ccc(C(=O)NCc2ccccc2)cc1Br | i | -4% | 63% | -2% | -2%
Cc1cc(C)nc(SCc2ccc(C(=O)N/N=C/c3cccc(O)c3O)cc2)n1 | 10% | 7% | 20% | 4% | 7%
O=C1C(Cl)=C(N2CCN(c3ccccc3[N+](=O)[O-])CC2)C(=O)c2ccccc21 | i | -5% | 78% | 12% | 17%
O=C(CSc1nnnn1-c1ccccc1)NCC1(N2CCOCC2)CCCCC1 | 5.6% | . | . | -8% | -1%
O=C(NCc1cccnc1)C12CC3CC(CC(C3)C1)C2 | 0.9% | -7% | -3% | 1% | -1%
Cc1ccc(SCc2[nH]nc3c2C(c2ccc(C)o2)C(C#N)=C(N)O3)cc1 (centres undefined) | 1.6% | 1% | 18% | 15% | 2%
CCn1nc(NC(=O)C2CCCO2)c2cc3cccc(C)c3nc21 (centres undefined) | 3.4% | 2% | -4% | . | 4%
O=C(c1ccccc1Oc1ccccc1)N1CCN(c2ccc(F)cc2)CC1 | i | -6% | 2% | -1% | -6% | inhibitors of VEEV 10K pilot screen=0.4
CCOc1ccc(/C=C/c2c([N+](=O)[O-])c(=O)n(C)c(=O)n2C)cc1 | 4.2% | -13% | 8% | -1% | 15%
COCCCNC(=O)CCn1c(=O)c2ccccc2n(CC(=O)Nc2cc(Cl)ccc2C)c1=O | 0.5% | -7% | 3% | -5% | 6%
COc1ccc(NC(=O)Cn2nnc(C(=O)NCc3ccccc3)c2N)cc1Cl | i | 3% | -34% | -6% | 7%
CC1CCN(c2ccc(C(=O)Nc3nnc(C4CC4)s3)cc2[N+](=O)[O-])CC1 | 1.2% | -8% | 6% | 0% | 4%
COc1ccc(-c2nnc(SCC(=O)NC3CCCCC3)n2N)cc1 | 0.4% | . | . | -2% | .
COC(=O)COc1ccc(/C=N/NC(=O)CN(c2ccccc2OC)S(=O)(=O)c2ccccc2)cc1 | 11% | 8% | 36% | 6% | 5%
Cc1cc(C)n(-c2ccc([N+](=O)[O-])cc2)n1 | i | 0% | 4% | -14% | -4%
Cc1cc(C)c2c(c1)-c1cc(C)nn1C(c1cccnc1)N2 (centres undefined) | 0.6% | -1% | 14% | 7% | 0% | inhibitors of VEEV 10K pilot screen=0.6
CSc1ccc(C(=O)C2CCCN(C(=O)c3cc4cc(F)ccc4[nH]3)C2)cc1 (centres undefined) | 5.5% | -3% | 17% | -1% | ?
CC(=O)Nc1ccc(NC(=O)c2ccccc2Sc2ccc([N+](=O)[O-])cc2Cl)cc1 | 2.2% | -7% | 5% | -11% | 10%
O=C(CN1C(=O)C2CC=CCC2C1=O)NC1CCCc2ccccc21 (centres undefined) | 0.6% | -14% | 5% | 18% | -5%
NC(=S)NN=CCn1cc([N+](=O)[O-])c(=O)[nH]c1=O | 1.3% | . | . | -19% | .
NS(=O)(=O)c1ccc(NC(=O)CN2C(=O)CCC2=O)cc1 | 1.1% | -12% | 1% | -25% | 12%
CN1c2ccsc2/C(=N/Nc2ccc(F)cc2)CS1(=O)=O | 1.6% | -7% | ? | -10% | ?
O=C1/C(=C/c2ccccc2)CN(C(=O)CCN2CCOCC2)C/C1=C\c1ccccc1 | 12% | . | . | -5% | .
CCOc1c(Br)cc(CNCc2cccs2)cc1OC | i | -5% | 8% | -2% | -3%
